POLI inh: inhibitors of human DNA polymerase iota | hit rate 1% among 390,000 | Pol iota fluorescent replication assay, 10 min | Q9UNA4 | Potency, µM (doses to about 115 µM), for the others: at the highest dose activity, negative = inhibition, most hits filed as inhibitors | AID 588590
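Fluorescent replication assay read twice, at 0 min and 10 min after adding 50 nM (final) substrate. Enzyme (10 nM) and compounds were first incubated 15 min at room temperature; enzyme-free buffer wells were negative controls.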
Pol beta inh: blocks human DNA polymerase beta activity; Pol beta primer extension/strand displacement, fluorescence kinetic; Potency, µM (doses to about 114 µM), for the others: at the highest dose activity change, negative = inhibition, usual class: inhibitors; hit rate 1.3% among 340,000; AID 485314; note: % is set by controls: 0 for no effect and ±100 for the full control effect
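Curves were derived by four-parameter Hill fits of normalized qHTS data. The kinetic fluorescent primer-extension read was taken at 0 and 10 min after 50 nM substrate, following a 15 min room-temperature preincubation of 10 nM enzyme with compounds.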
G9a block: G9a (human) methyltransferase inhibition. G9a H3K9 monomethylation, AlphaScreen, 2 h. Potency, µM (series often up to 102 µM), for inactives: top-dose activity, negative = inhibition, hits mostly inhibitors. hit rate 8.8% among 350,000. AID 504332; note: % is set by controls: 0 for no effect and ±100 for the full control effect; nearly all actives have a fitted effect of over 75% in size
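Chemiluminescent proximity detection of H3K9 monomethylation, read after 10 min bead incubation in the dark. Reaction: 20 nM G9a, 500 nM biotin-H3K9 peptide, 20 uM SAM cofactor, 2 h, room temperature, following 15 min enzyme-compound preincubation.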
POLK inh: blocks human DNA polymerase kappa activity | Q9UBT6 | purified Pol kappa, fluorescent DNA synthesis assay, 10 min | Potency, µM (doses to about 107 µM), inactives show at the highest dose activity, negative = inhibition, hits mostly inhibitors | hit rate 0.53% among 400,000 | AID 588579; note: % is set by controls: 0 for no effect and ±100 for the full control effect
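First, compounds were pin-transferred onto 10 nM Pol kappa. After 15 min at room temperature, substrate was added to 50 nM final. Fluorescence was then measured kinetically at 0 and 10 min.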
APEX1 inh: inhibitors of human APE1 endonuclease. hit rate 0.35% among 350,000. AID 2517. recombinant APE1, TAMRA/BHQ-2 abasic DNA cleavage fluorescence. Potency, µM (titrated, usually from 65.8 µM), without a hit: top-dose activity change, negative = inhibition, hits mostly inhibitors. P27695;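 note: plate controls were vehicle for no effect and reference inhibitor for full effect; nearly all actives have a fitted effect of over 55% in size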
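Incision of a quenched TAMRA/BHQ-2 THF abasic-site duplex (50 nM) by 0.75 nM APE1, after 15 min compound preincubation, measured as fluorescence increase over three 60 s reads. Values normalized to buffer, DMSO and NSC13755 control wells.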
BAZ2B inh: blocks human BAZ2B; Q9UIF8; hit rate 4.4% among 360,000; Potency, µM (series often up to 114 µM), inactives show top-dose activity change, negative = inhibition, actives largely listed as inhibitors; AlphaScreen BAZ2B-H3K14Ac peptide displacement; note: % is set by controls: 0 for no effect and ±100 for the full control effect; nearly all actives have a fitted effect of over 60% in size
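Protein-peptide AlphaScreen: BAZ2B 50 nM, b-H3K14Ac 50 nM, 1x PBS pH 7.4 + 0.01% Tween-20. Preincubation 30 min RT; cpd 30 min RT (top 110 uM); beads 20 min RT, light-protected.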
Anesthetic bind: binds horse apoferritin like a general anesthetic. P02791. Potency, µM (top dose mostly 77.5 µM), for inactives: at the highest dose activity change, negative = displacement, usual class: inhibitors. hit rate 0.074% among 350,000. apoferritin/1-aminoanthracene competitive binding, fluorescence. AID 485281; note: % is set by controls: 0 for no effect and ±100 for the full control effect; nearly all actives have a fitted effect of over 20% in size
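Apoferritin-based anesthetic binding model; compound displacement of fluorescent 1-AMA measured as endpoint fluorescence after 10 minutes at room temperature, scaled to free-ligand and complex controls.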
Pol eta inh: DNA polymerase eta (human) inhibition; hit rate 1.2% among 390,000; Potency, µM (titrated, usually from 114 µM), for inactives: at the highest dose activity change, negative = inhibition, hits mostly inhibitors; AID 588591; Q9Y253; recombinant Pol eta, fluorescent DNA replication assay; note: % is set by controls: 0 for no effect and ±100 for the full control effect
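Fluorescent replication assay: 50 nM final substrate added after a 15 min room-temperature compound preincubation with 10 nM enzyme. Signal taken at 0 min and again at 10 min.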
BLM helicase inh: Bloom syndrome helicase (human) inhibition | P54132 | Potency, µM (titrated, usually from 56.1 µM), inactives show at the highest dose activity change, negative = inhibition, actives largely listed as inhibitors | recombinant BLM DNA unwinding, fluorescence dequenching | hit rate 0.2% among 350,000 | AID 2528;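 note: plate controls were vehicle for no effect and no enzyme for full effect; nearly all actives have a fitted effect of over 35% in size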
Target sequence (P54132 whole entry, looked up): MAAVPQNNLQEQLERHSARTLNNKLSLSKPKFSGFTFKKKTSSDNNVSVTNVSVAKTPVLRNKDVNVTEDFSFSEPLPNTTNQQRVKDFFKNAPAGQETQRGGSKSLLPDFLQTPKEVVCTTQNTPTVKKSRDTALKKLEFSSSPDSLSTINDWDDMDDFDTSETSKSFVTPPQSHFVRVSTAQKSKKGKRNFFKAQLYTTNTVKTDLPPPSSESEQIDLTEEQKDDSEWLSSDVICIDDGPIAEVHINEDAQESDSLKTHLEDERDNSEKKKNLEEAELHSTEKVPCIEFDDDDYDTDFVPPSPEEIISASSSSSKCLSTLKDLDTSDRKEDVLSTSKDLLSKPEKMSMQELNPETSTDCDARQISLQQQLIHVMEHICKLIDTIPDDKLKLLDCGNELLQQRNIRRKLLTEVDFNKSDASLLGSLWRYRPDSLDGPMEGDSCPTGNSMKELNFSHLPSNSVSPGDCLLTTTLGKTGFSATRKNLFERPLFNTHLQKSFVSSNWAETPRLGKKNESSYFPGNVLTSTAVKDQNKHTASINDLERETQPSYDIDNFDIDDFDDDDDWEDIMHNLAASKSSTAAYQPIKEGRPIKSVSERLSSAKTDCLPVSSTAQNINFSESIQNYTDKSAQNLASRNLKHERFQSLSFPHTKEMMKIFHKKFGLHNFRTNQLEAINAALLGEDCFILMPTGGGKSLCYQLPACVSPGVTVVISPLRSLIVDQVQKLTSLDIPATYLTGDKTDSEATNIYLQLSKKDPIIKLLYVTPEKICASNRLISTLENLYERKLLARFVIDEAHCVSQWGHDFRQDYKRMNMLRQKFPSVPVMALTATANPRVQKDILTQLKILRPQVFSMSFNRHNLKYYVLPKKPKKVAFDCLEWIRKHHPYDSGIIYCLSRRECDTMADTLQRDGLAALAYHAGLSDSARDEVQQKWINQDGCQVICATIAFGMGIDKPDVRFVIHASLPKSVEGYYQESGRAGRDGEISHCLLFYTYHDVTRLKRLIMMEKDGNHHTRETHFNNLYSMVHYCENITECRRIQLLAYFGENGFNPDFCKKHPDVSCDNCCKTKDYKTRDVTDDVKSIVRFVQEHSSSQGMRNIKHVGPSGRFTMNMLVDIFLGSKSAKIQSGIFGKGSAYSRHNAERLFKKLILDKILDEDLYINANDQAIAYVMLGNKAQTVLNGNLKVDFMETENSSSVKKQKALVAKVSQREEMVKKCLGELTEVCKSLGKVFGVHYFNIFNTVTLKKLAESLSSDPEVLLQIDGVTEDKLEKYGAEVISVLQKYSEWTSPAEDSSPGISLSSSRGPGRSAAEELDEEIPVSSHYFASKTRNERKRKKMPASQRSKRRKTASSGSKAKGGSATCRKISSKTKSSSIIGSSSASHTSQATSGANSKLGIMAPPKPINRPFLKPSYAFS
* = called active by the depositor; ? = inconclusive; . = no result given; [ ] = dose if it differs, or a comment. Calls come from the whole dose curve; as a rule, active = well fitted curve in the direction sought with a large enough effect; inconclusive = small, poorly fitted or top-dose-only effect, or another doubt; inactive = no such curve, though single readings can be large; an effect the other way counts as inactive or inconclusive. Potency is the fitted concentration of half-maximal effect. Not all compounds are listed. The share of hits here may be higher or lower than overall.

SMILES | POLI inh | Pol beta inh | G9a block | POLK inh | APEX1 inh | BAZ2B inh | Anesthetic bind | Pol eta inh | BLM helicase inh
COC(=O)C(C)n1nc(C)n(-c2ccc(C)cc2)c1=O (stereo unspecified) | 10.6% | 0.5% | -10.3%[59 µM] | -8.4% | -6.6% | -3.9% | 5.0% | -10.2% | -2.1%
Nc1nnc(-c2ccncc2)s1 | 22.3% | 7.8% | ? | -9.3% | -2.6% | 0.9% | -1.7% | -5.4% | 2.5%
CC(O)c1nc2ccccc2n1C(C)c1ccccc1 (stereo unspecified) | 16.5% | 12.4% | 3.2%[59 µM] | -4.7% | 14.9% | -31.4% | -8.6% | 3.7% | -4.5%
COc1ccc2c(c1)cc1c(=O)n(CC(=O)NC3CCCCC3)nc(C)n12 | -3.7% | 70.5% | 11.8%[59 µM] | 4.0% | . | -1.2% | 4.9% | -2.9% | -5.3%
Nc1ncnc2c1ncn2[C@@H]1O[C@H](CNCc2c(OCc3ccccc3F)ccc3ccccc23)[C@@H](O)[C@H]1O | -3.3% | . | . | 3.7% | -10.3% | . | . | -4.0% | .
CCN(CC)S(=O)(=O)c1ccc(Cl)c(NC(=O)COC(=O)c2ccc(O)cc2)c1 | 26.9% | 13.6% | -1.8% | -10.0% | 1.1% | -17.1% | ? | -14.4% | -17.8%
CCOC(=O)C1CCCCN1S(=O)(=O)c1cc2c(cc1C)NC(=O)CO2 (stereo unspecified) | -4.0% | 2.4% | 13.9% | -7.5% | 8.2% | 0.3% | -16.2% | 3.2% | -0.2%
CCC(C)NC(=O)C(=O)NCC1CCCN1CC (stereo unspecified) | 26.4% | -3.2% | -7.5%[59 µM] | -0.7% | 2.7% | -14.9% | -3.9% | -0.7% | -5.3%
O=[N+]([O-])c1cccc(-c2c(-c3ccccc3)ncc3ccc(F)cc23)c1 | -2.3% | . | 8.6%[0.501 µM] | -7.3% | -1.4% | ? | . | 0.7% | .
Brc1csc(CN2CCc3nc(Nc4ccccc4)ncc3C2)c1 | -1.2% | 0.3% | -9.6%[12.7 µM] | -9.3%[60.1 µM] | . | ? | 2.5% | -4.9% | -8.0%
Cc1ccccc1-n1c(SCC(=O)N(C)C2CCS(=O)(=O)C2)nnc1-c1ccncc1 (stereo unspecified) | 51.7%[activator] | 13.2% | -17.6% | 3.4% | ? | -13.2% | -5.1% | -17.9% | -0.8%
CCN=C1SC(C(=O)Nc2cccc(Br)c2)CC(=O)N1CC (stereo unspecified) | -6.3% | 40.3% | -1.9%[59 µM] | -1.1% | -2.1% | 7.6% | 0.4% | -24.1% | -1.3%
Cc1ccc(CN2CCN(C3CCN(C(=O)c4ccc(C)cc4)CC3)C(=O)C2=O)cc1 | 9.2% | 4.4% | -0.1%[59 µM] | -19.0% | . | 0.5% | -9.7% | -21.0% | -1.7%
Cn1cc([N+](=O)[O-])c(C(=O)NCc2ccccc2)n1 | -13.2% | -2.5% | 11.5% | -3.5% | -2.7% | -9.0% | -0.5% | -9.9% | -1.4%
N#C/C(=C\c1ccc(O)c(O)c1)C(=O)Nc1cccc2ncccc12 | 3.16µM* | 0.794µM* | 8.91µM* | 3.98µM* | 2.99µM* | ? | 7.5% | 2.82µM* | 12.6µM*
Cc1[nH]nc2c1/C(=N\O)CC(C)(C)C2 | 1.5% | -12.9% | 2.1%[2.33 µM] | -8.4% | 1.6% | 0.9% | -4.6% | 3.3% | -0.4%
CCOC(=O)C(=CNc1cccc(N)n1)C(=O)OCC | 15.8% | 30.1% | 15.4%[59 µM] | 3.5% | -3.8% | 1.5% | 0.9% | 5.2% | -0.1%
CCOC(=O)N1CCN(C(=O)CSc2nnc(-c3ccc(Cl)s3)o2)CC1 | . | 47.0% | 8.6%[59 µM] | . | 13.6% | 13.2% | -8.5% | . | -1.4%
CSc1nc(N)nc(C(C)C)n1 | 10.4% | 9.5% | 39.0%[59 µM] | 0.0% | 24.2% | 1.2% | 4.2% | -22.2% | -2.3%
COc1ccc(C(=O)N/N=c2\oc3ccccc3cc2C(=O)NCc2ccccc2)cc1 | 0.9% | -9.1% | 58.9%[activator][59 µM] | 0.7% | 2.5% | 9.7% | -3.0% | -13.1% | -0.9%

Copied from the list:
CSc1nc(N)nc(C(C)C)n1 – G9a block: 39.0%[59 µM]
O=[N+]([O-])c1cccc(-c2c(-c3ccccc3)ncc3ccc(F)cc23)c1 – POLI inh: -2.3%
N#C/C(=C\c1ccc(O)c(O)c1)C(=O)Nc1cccc2ncccc12 – POLI inh: 3.16µM*
COc1ccc(C(=O)N/N=c2\oc3ccccc3cc2C(=O)NCc2ccccc2)cc1 – Anesthetic bind: -3.0%
CCOC(=O)N1CCN(C(=O)CSc2nnc(-c3ccc(Cl)s3)o2)CC1 – G9a block: 8.6%[59 µM]

Back to the main list, repeating the two entries before the break.
SMILES | POLI inh | Pol beta inh | G9a block | POLK inh | APEX1 inh | BAZ2B inh | Anesthetic bind | Pol eta inh | BLM helicase inh
CSc1nc(N)nc(C(C)C)n1 | 10.4% | 9.5% | 39.0%[59 µM] | 0.0% | 24.2% | 1.2% | 4.2% | -22.2% | -2.3%
COc1ccc(C(=O)N/N=c2\oc3ccccc3cc2C(=O)NCc2ccccc2)cc1 | 0.9% | -9.1% | 58.9%[activator][59 µM] | 0.7% | 2.5% | 9.7% | -3.0% | -13.1% | -0.9%
CCn1c(C(=O)Nc2cc(C)cc(C)c2)cc2sc(Cl)cc21 | 29.8% | ? | -0.1%[59 µM] | -8.3% | . | 5.4% | 47.1%[activator] | -10.3% | 0.2%
CC(C)c1ccc(Nc2cc(C(=O)NC3CCCCC3)c3ccccc3n2)cc1 | 8.2% | 0.8% | 12.4%[59 µM] | -2.0% | . | . | 1.9% | -13.2% | 1.8%
CCCn1c2ccccc2c2cnn(CC(=O)NCCc3ccc(OCC)c(OCC)c3)c(=O)c21 | -17.1% | 21.4% | -8.6%[59 µM] | ? | . | -27.2% | 16.2% | 11.8% | 4.0%
COc1ccccc1N1CCN(CCN2C(=O)C3CCCCN3C2=O)CC1 (stereo unspecified) | 53.3%[activator] | 6.3% | . | -6.3% | -1.6% | -30.2% | -3.4% | -5.6% | -10.0%
O=C(Nc1ccccc1)Nc1ccc2snnc2c1 | -4.8% | -8.0% | 9.2%[59 µM] | -9.4% | 6.9% | 1.4% | -6.2% | -11.4% | 1.0%
Cc1cccc(N2C(=O)SC(N(C)c3ccccc3)C2=O)c1 (stereo unspecified) | -0.6% | -9.0% | 10.0%[12.7 µM] | -17.3% | -2.9% | -9.9% | -16.2% | -10.8% | -2.2%
CCc1c(C)sc(NC(=O)c2cccs2)c1C(N)=O | 2.8% | -0.1% | 11.2µM* | -13.8% | 1.8% | -5.7% | -9.4% | -25.1% | -7.8%
COc1ccc(C(=O)Nc2ccc3nc(SCC(=O)N4CCCc5ccccc54)sc3c2)cc1 | -8.8% | 7.7% | -21.5%[59 µM] | -4.6% | . | -25.8% | 58.2%[activator] | -13.3% | -6.9%
O=S(=O)(Nc1nc2ccccc2s1)c1cnc(Cl)c(Br)c1 | 29.8% | -28.0% | ? | -3.1% | ? | -4.3% | -2.2% | -10.8% | -4.9%
C[C@H]1CN=C(Nc2ccccc2)N1CCC1CCCCC1 | 4.9% | 2.2% | . | -1.8% | -5.4% | 2.6% | -4.4% | -19.7% | 1.6%
O=C(NCc1ccccc1Cl)NC(=O)c1ccccc1 | 34.5% | 1.8% | 4.7% | -1.2%[60.1 µM] | 20.0% | -1.8% | -1.8% | -2.1% | 2.2%
Cc1c(/C=C/C(=O)c2ccccc2O)cnn1C | -4.8% | 24.5% | -7.5%[59 µM] | 2.3% | 3.2% | -4.3% | -16.0% | -17.8% | -0.6%
O=C(O)CCCCCNC(=O)/C(=C\c1ccco1)NC(=O)c1ccco1 | 40.4% | -5.9% | ? | -11.1% | -4.1% | -30.1% | -0.4% | -11.8% | -7.4%
COc1ccc(CNC(=O)C2CCC(=O)N(CCCN3CCCC3=O)C2)cc1 (stereo unspecified) | -3.8% | 86.4% | 7.1% | 2.1% | 0.3% | 2.0% | -13.5% | -12.2% | 1.9%
Cc1cc(N2CCC(C(=O)Nc3ccc(F)cc3C)CC2)n2nc(C)c(-c3ccc(Cl)cc3)c2n1 | 30.4%[activator] | 34.3% | 1.2%[59 µM] | -0.1% | . | -5.2% | -7.4% | -17.3% | -3.3%
CCCCn1nc(C(=O)Nc2ccc(S(=O)(=O)Nc3ncccn3)cc2)c2ccccc2c1=O | 10.1% | 36.2%[activator] | 31.2% | -0.5% | 11.6% | -2.4% | -9.2% | -6.4% | -14.3%
CCOC(=O)C1CCCN(Cc2ccc(OC)cc2OC)C1 (stereo unspecified) | 20.0% | 16.1% | -21.4%[59 µM] | -5.7% | 0.6% | -32.1% | -7.1% | 5.0% | -0.6%
CN(C)CCCn1c(N)c(S(=O)(=O)c2ccccc2)c2nc3ccccc3nc21 | -8.9% | -0.5% | 19.4%[12.7 µM] | 2.5% | 4.9% | 8.3% | 50.1%[activator] | -9.5% | -10.3%
CCC(Sc1nc2cc(OC)c(OC)cc2c(=O)n1Cc1ccco1)C(=O)NCCOC (stereo unspecified) | 22.1% | 3.4% | 4.9% | -4.2% | 0.6% | -9.1% | -12.9% | 3.2% | 0.6%
Cc1ccccc1C(=O)OC1CCN(C)CC1 | ? | 23.9% | -41.9% | -4.2% | 21.0% | -11.4% | -3.7% | -17.5% | 2.3%
COc1ccc(NC(=O)Nc2ccccc2C(N)=O)cc1 | -7.7% | -0.9% | ? | -18.8% | -2.9% | -26.4% | -5.4% | -14.7% | -4.0%
COc1cccc2[nH]c(C(=O)NC(C)c3ccccc3)cc12 (stereo unspecified) | -9.1% | 36.3% | 13.9% | -20.9% | -7.5% | -5.8% | -2.9% | ? | -2.2%
Cc1ccc(S(=O)(=O)Nc2ccccc2)cc1C(=O)N1CCCC1 | 7.4% | 25.2% | . | -9.1% | -3.4% | -1.4% | -2.4% | -17.8% | -0.3%
